Giardia kill: Giardia lamblia killing | Giardia lamblia trophozoite viability | AID 540267 | activity change, % at 7.66 µM, hits read low | actives 0.15% (n = 340,000); in the data active = activity change below about -80%; inconclusive = between about -30% and that limit;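 also: parasites exposed to compound for two days anaerobically before the ATP read; % is scaled to controls: 0 for no effect and ±100 for the full control effect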
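Giardia lamblia trophozoites (100 cells/well) were incubated with compounds for 48 h at 37 deg C under anaerobic conditions. Viability was read as ATP content by one-step luminescence after 15-30 min at room temperature.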
GALK inhibitor: galactokinase (human) inhibition; Purified GALK, Kinase-Glo residual ATP luminescence; P51570; actives 0.007% (n = 270,000); Potency, µM (titrated, usually from 57.5 µM), without a hit: at the top dose activity change, negative = inhibition, actives largely listed as inhibitors; also: potency is read from the fitted curve at half-maximal effect; % is scaled to controls: 0 for no effect and ±100 for the full control effect
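Galactose (100 uM) and ATP (35 uM) were turned over by 5 nM GALK for 1 h at RT. Kinase-Glo Plus then converted the remaining ATP into a luminescent signal.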
A-T KAP1 phos: potential ataxia-telangiectasia treatment; Potency, µM (titrated, usually from 57.5 µM), for inactives: top-dose activation, usual class: activators; AID 485349; actives 0.19% (n = 320,000); […] A-T fibroblasts, KAP-1 phosphorylation AlphaLISA; neocarzinostatin DNA damage 30 min before lysis; also: potency is read from the fitted curve at half-maximal effect; % of control where 0% means no effect; nearly all actives have a fitted effect of over 45% in size
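hTERT-immortalized A-T patient fibroblasts ([…]), 500 cells/well in OPTI-MEM, 1% FBS, got compounds for 60 min, then NCS for 30 min at 37C. Lysates were then assayed for phospho-KAP-1 by AlphaLISA (anti-pKAP1 donor, anti-KAP1 acceptor beads), 6 hr at 25C.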
TCR act: T cell receptor activation. Potency, µM (doses to about 9.22 µM), inactives show top-dose activation of IL-2 secretion, hits mostly activators. primary human leukocytes, anti-CD3, IL-2 HTRF, 48 h. 330,000 tested, under 10 active. AID 504894; also: % of control where 0% means no effect
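Human primary leukocytes + a-CD3 beads + cpd, 48 hr; IL-2 in supernatant by HTRF (ex 320nm / em 665nm). No co-stimulatory signal supplied.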
Coupling enz: counter-screen for Giardia aldolase inhibitors: coupling enzyme system | activity change, negative = inhibition, % at 58.2 µM, hits read low | coupling enzyme system counterscreen, AmpLite Red fluorescence | AID 2472 | actives 0.67% (n = 290,000); in the data active = activity change below about -30%; also: % is scaled to controls: 0 for no effect and ±100 for the full control effect
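Final compound at 57.5 uM, incubated 10 min at RT with coupling enzyme reagent (glyceraldehyde-3-phosphate), then 20 min with substrate and AmpLite Red detection. Fluorescence read at 525/598 nm; tests interference with the coupling assay, not aldolase inhibition.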
Tb PFK inh: T. brucei PFK enzyme inhibition; Potency, µM (titrated, usually from 57.5 µM), without a hit: at the highest dose activity, negative = inhibition, usual class: inhibitors; actives 0.17% (n = 330,000); T. brucei PFK, ADP-Glo luminescence; O15648; AID 485367;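 also: potency is read from the fitted curve at half-maximal effect; 0% = uninhibited 1x PFK enzyme wells and -100% = no-enzyme wells; nearly all actives have a fitted effect of over 60% in size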
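Luminescent ADP detection (ADP-Glo, two-step: ATP depletion then ADP-to-ATP conversion for luciferase) reported PFK activity after 45 min room-temperature reaction of 1.25 nM enzyme with 0.5 mM F6P and 0.1 mM ATP at pH 8.0.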
BCR signal inh: chronic active BCR signaling inhibition | actives 0.05% (n = 340,000) | AID 493014 | Potency, µM (top dose mostly 46.1 µM), for inactives: at the top dose ratio change, negative = lower green/red ratio, hits mostly inhibitors | ABC-DLBCL IkBa-CBG/CBR reporter, luminescence ratio, 4 h; active = well fitted inhibition curve with a large enough effect in the signal ratio, with a control signal flat, not every such curve was filed as active; inconclusive = small, poorly fitted or top-dose-only effect, or effect the other way, or a change in a side signal; the % refers to the signal ratio;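 also: potency is read from the fitted curve at half-maximal effect; plate controls were basal doxycycline-induced cells for no effect and cells given 10 µM MG132 for full effect; MG132 reads +100%, hits lower the ratio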
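TMD8 ABC-DLBCL cells carrying doxycycline-inducible green luciferase fused to IkappaBalpha plus unfused red luciferase were exposed to compounds (up to 46 uM) for 4 hrs at 37C. Activity came from the overlap-corrected green/red luminescence ratio.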
TSHR antagonist: human thyrotropin receptor antagonism; P16473; AID 504810; actives 0.2% (n = 330,000); activity change, negative = inhibition, % at 11.5 µM; TSHR-expressing cells, TSH-stimulated cAMP HTRF, 2 h; stronger effect = lower value;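 active = activity change below a set negative limit, meaning inhibition stronger than a set level, cut at about -70% in these data; inconclusive = activity change between two set negative limits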; also: % is scaled to controls: 0 for no effect and ±100 for the full control effect
Target sequence (P16473 whole entry, looked up): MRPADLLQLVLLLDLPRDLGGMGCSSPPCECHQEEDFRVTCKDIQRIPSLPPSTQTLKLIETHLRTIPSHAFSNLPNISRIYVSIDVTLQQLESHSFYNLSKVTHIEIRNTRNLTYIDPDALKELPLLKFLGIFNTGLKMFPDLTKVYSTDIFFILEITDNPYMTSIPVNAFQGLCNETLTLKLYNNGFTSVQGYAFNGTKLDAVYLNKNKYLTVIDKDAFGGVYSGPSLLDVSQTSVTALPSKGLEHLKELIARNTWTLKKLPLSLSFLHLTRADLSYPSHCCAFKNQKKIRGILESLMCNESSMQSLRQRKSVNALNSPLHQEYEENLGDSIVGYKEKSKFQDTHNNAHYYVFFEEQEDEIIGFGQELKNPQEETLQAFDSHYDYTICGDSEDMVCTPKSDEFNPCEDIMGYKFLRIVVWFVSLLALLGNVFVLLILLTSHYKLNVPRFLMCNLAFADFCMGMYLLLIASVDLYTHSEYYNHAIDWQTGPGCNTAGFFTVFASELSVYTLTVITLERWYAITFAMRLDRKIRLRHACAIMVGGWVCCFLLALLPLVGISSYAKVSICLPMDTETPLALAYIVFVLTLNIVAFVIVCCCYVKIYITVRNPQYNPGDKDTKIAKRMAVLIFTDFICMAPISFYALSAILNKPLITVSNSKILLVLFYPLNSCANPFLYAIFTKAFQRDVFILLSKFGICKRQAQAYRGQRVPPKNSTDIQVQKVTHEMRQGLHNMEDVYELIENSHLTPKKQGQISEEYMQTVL
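Competitive HTRF cAMP read-out (cryptate anti-cAMP antibody, cAMP-d2; 30 min, room temperature) in freshly harvested TSHR cells. Compounds added before TSH at EC80 (4nM final), followed by 2 hours' incubation at 37 deg C.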
hERG WT inh: blocks the wildtype human KCNH2 potassium channel; Q12809; U2OS, BacMam KCNH2, thallium flux FluxOr; stronger effect = lower value; activity change, % at 1.84 µM; actives 0.37% (n = 340,000);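 active = maximum activity change below -70%; inconclusive = maximum activity change between -70% and -50%; inactive = maximum activity change above -50%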; also: % is scaled to controls: 0 for no effect and ±100 for the full control effect
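U2OS cells were transduced with wild-type KCNH2 virus (2.03 x 10^8 / mL) for 4 h at room temperature, then cultured overnight at 37 C. Thallium flux was read with FluxOr dye. Rate constants were normalized to DMSO controls.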
CXXC DNA block: blocks binding of human MLL CXXC domain to DNA | actives 0.037% (n = 290,000) | MLL-CXXC / FITC-HOXA9 DNA fluorescence polarization | Potency, µM (highest dose often 115 µM), for inactives: top-dose activity change, negative = inhibition, hits mostly inhibitors | Q03164; active = well fitted inhibition curve with a large enough effect in the polarisation, with a control signal flat, not every such curve was filed as active; inconclusive = small, poorly fitted or top-dose-only effect, or effect the other way, or a change in a side signal; inactive = no such curve, though single readings can be large or run the other way; the % refers to the polarisation; also: potency is read from the fitted curve at half-maximal effect
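Purified MLL-CXXC (added from a 7 uM solution) was preincubated 5 min at ambient with pinned compounds in 50 mM Tris-HCl pH 7.5, 50 mM NaCl, 1 mM DTT, 0.05% BSA. Fluorescein-labeled HOX-A9 DNA (50 nM solution) followed, 30 min, then polarization read.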
Numbers without * were called inactive; ? = inconclusive; . = not tested or not shown; [ ] = dose if it differs, or a comment. Unless noted, calls follow the shape of the dose curve; as a rule, active = well fitted curve in the direction sought with a large enough effect; inconclusive = small, poorly fitted or top-dose-only effect, or another doubt; inactive = no such curve, though single readings can be large; an effect the other way counts as inactive or inconclusive.

SMILES	Giardia kill	GALK inhibitor	A-T KAP1 phos	TCR act	Coupling enz	Tb PFK inh	BCR signal inh	TSHR antagonist	hERG WT inh	CXXC DNA block
COC(=O)CC1=C(C)C(=O)CC2C(C)(C)CCCC12C (stereo not given)	0	-1%	0%	-2%	0	-4%	9%	-6	9	0%
CCCOc1cccc(C2C(C(=O)c3ccco3)=C(O)C(=O)N2c2nnc(C)s2)c1 (stereo not given)	9	-5%	-3%	15%	1	1%	6%	15	-20	6%
COCCNC(=O)C1CCC(=O)N(c2ccc(OC)cc2)C1c1ccc(OC)c(OC)c1 (stereo not given)	-21	0%	2%	3%	1	0%	14%	-5	-2	-5%
O=C(CC(C(=O)O)c1ccc(Cl)cc1Cl)c1ccc(Cl)cc1 (stereo not given)	-2	2%	-1%	-3%	0	2%	9%	-1	-17	-3%
CCC(=O)Nc1ccc(S(=O)(=O)Nc2ncccn2)cc1	6	3%	.	.	3	2%	5%	1	-13	3%
COc1cc(C)c(C(C)C)cc1S(=O)(=O)NC1CC(C)(C)NC(C)(C)C1	-7	0%	-6%	3%	-1	1%	0%	-12	-14	15%
Cc1ccn(CCC(=O)O)n1	6	2%	6%	2%	0	-2%	1%	1	5	-5%
Cc1ccc(NC(=O)c2snc3c(=O)[nH]cnc23)cc1C	.	1%	-1%	.	0	-1%	?	-1	.	7%
CCN(CCCNC(=O)c1[nH]c(C)c(C(C)=O)c1C)c1cccc(C)c1	-27	-1%	2%	7%	-1	2%	-1%	0	-4	-8%
CN(C)c1ccc(-c2noc(C3CCN(S(=O)(=O)c4cccc(Cl)c4)CC3)n2)cc1	-11	0%	0%	1%	-2	-1%	2%	-33	-11	8%
COc1ccc(OC)c(NC(=S)NCc2ccccc2OC)c1	-28	-3%	-1%	-7%	0	0%	-2%	-1	6	-2%
CC(NC(=O)c1ccc(=O)oc1)c1ccccc1 (stereo not given)	0	1%	3%	-7%	0	-9%	-2%	-4	4	-3%
Cc1ccc(CON=C2CCN(c3ncc(C(F)(F)F)cc3Cl)CC2)cc1	2	-6%	8%	4%	2	2%	5%	5	18	0%
COc1ccc(S(=O)(=O)NCC(=O)Nc2ccc(F)cc2)cc1	3	.	-5%	9%	.	3%	?	4	-4	.
CCN(C[C@H]1N[C@@](Cc2ccccc2)(C(=O)OC)[C@H]2C(=O)N(Cc3ccccc3)C(=O)[C@@H]12)S(=O)(=O)c1ccc(F)cc1	-9	.	4%	-3%	.	2%	3%	7	0	.
CC(C)(C)c1ccc(OCCC(=O)NNC(=O)c2ccncc2)cc1	-10	.	-5%	-3%	.	-1%	-15%	10	-2	.
O=C1NC(c2ccc(Br)cc2)Nc2sc3c(c21)CCC3 (stereo not given)	9	-2%	3%	-4%	-4	6%	-6%	-12	0	18%
COCCCNC(=O)CC(NS(=O)(=O)c1ccc(Cl)cc1)c1ccc(OC)cc1 (stereo not given)	-8	-3%	-1%	-2%	3	0%	-18%	-1	5	-6%
Cc1cc(NC(=O)CSc2nc3c(c(-c4cccnc4)c2C#N)CCC3)no1	23	-2%	7%	3%	-3	2%	4%	-18	5	0%
N#C/C(=N\O)c1nc2ccccc2[nH]1	2	.	4%	6%	1	0%	4%	-8	-5	-2%
O=C(Nc1nc2c(F)cccc2s1)C1CC1	32[activator]	.	-6%	-36%	3	-2%	?	2	-8	.
Cc1ccc(CNC(=O)c2ccc3nc4[nH]c5ccccc5c4nc3c2)cc1	.	-2%	6%	1%[46.1 µM]	1	24%	5%	-6	.	23%
Nc1nc(CSCCO)nc(Nc2ccc(F)cc2)n1	-11	2%	-10%	3%	4	0%	-1%	2	-7	-7%
CC(O)CNc1nc2ccccc2n1-c1ncnc2sc3c(c12)CCC3 (stereo not given)	-3	3%	-1%	-1%	2	0%	?	-2	1	-16%
CCOc1ccc2oc(=O)cc(C)c2c1	17	1%	.	5%	1	2%	?	-1	-1	-3%
CN(C)C(=O)CCc1ccc2c3c([nH]c2c1)[C@]1(C)[C@@H](C(=O)N2CCCCC2)C[C@H](CC(=O)NCc2ccco2)C(=O)N1CC3	?	.	0%[11.5 µM]	-1%[46.1 µM]	.	-1%	-2%	-6	1	.
COc1ccc(NC(=O)C2=CC(c3cccs3)=NS(=O)(=O)N2C)cc1	-5	.	-10%	2%	-1	1%	4%	-10	-4	.
O=C(O)c1ccc2c(c1)C(=O)N(C(Cc1ccc(O)cc1)C(=O)O)C2=O (stereo not given)	-1	5%	7%	0%	5	11%	-6%	-7	-21	1%
Cc1ccc(Cl)cc1N1CCN(C(=O)c2ccc3c(c2)CCN3S(C)(=O)=O)CC1	.	-5%	5%	.	.	-1%	?	14	.	1%
O=C(CN1C(=O)c2ccccc2C1=O)Nc1sc2c(c1C(=O)NCC1CCCO1)CCC2 (stereo not given)	-3	1%	2%	3%	3	-2%	0%	-5	21	1%
CCCCN1C(=O)C2ON(c3ccccc3C)C(c3ccco3)C2C1=O (stereo not given)	8	-1%	8%	0%	-19	-5%	20%	-17	-8	-2%
CCCCC(CC)C(=O)Nc1cc(C(=O)NCCC)ccc1N1CCC2(CC1)CC(c1ccccc1)=NO2 (stereo not given)	13	.	8%	1%	-2	2%	-1%	4	-109*	-1%
O=C(Nc1cccnc1Cl)c1cc(-c2cccc(Cl)c2)on1	-6	2%	-3%	-4%	0	-1%	-13%	-12	-8	9%
O=C(Cc1ccc(Cl)c(Cl)c1)OCC(=O)c1ccc[nH]1	0	5%	-4%	1%	-10	?	2%	-5	-9	13%
CC(=O)c1ccc(NC(=O)C(C)OC(=O)CCN=C2NS(=O)(=O)c3ccccc32)cc1 (stereo not given)	-9	.	4%	1%	.	-1%	-8%	-4	0	.
O=C(O)COc1ccccc1C1C2C(=O)N(c3ccccc3)C(=O)C2ON1c1ccccc1 (stereo not given)	15	3%	-5%	2%	4	2%	?	6	-1	-1%
COC(=O)c1cccc(NC(=O)CSc2nnc(-c3ccco3)o2)c1	2	-2%	-7%	-6%	2	-2%	-26%	17	5	8%
COc1cc2cnc(-c3ccsc3)c(-c3ccc(F)cc3)c2cc1OC	-16	.	0%	7%	.	1%	-16%	7	6	.
CCCCC(CCC(=O)O)(C(=O)OCC)c1csc(N)n1 (stereo not given)	20	-3%	1%	-4%	0	-1%	2%	-8	9	-5%
O=C(O)Cn1ncc2ccccc2c1=O	2	-1%	5%	-2%	-2	7%	10%	-8	0	-5%
COc1ccccc1NC(=O)COC(=O)C1C2CC3OC(=O)C1C3C2 (stereo not given)	73[activator]	-2%	-2%	-4%	0	-2%	6%	5	7	36%
Cc1cc(C(=O)N/N=C/c2ccc(-c3cccc(Cl)c3Cl)o2)n[nH]1	-6	-8%	1%	2%[46.1 µM]	4	14%	?	5	-8	10%
COc1ccc(CNC(=O)c2ccc(NC(=O)C3CCCO3)cc2)cc1 (stereo not given)	3	0%	2%	1%	0	-11%	2%	7	4	0%
CCOC(=O)c1c(NC(=O)C2c3ccccc3Oc3ccccc32)sc(C(N)=O)c1C	8	-5%	0%	-1%	-3	0%	?	-22	15	28%
O=C(CC(NC(=O)c1ccccc1)c1ccccc1)NCc1ccccc1 (stereo not given)	5	.	16%	3%	.	-5%	7%	3	-10	.

Rewritten bar-delimited: three of the compounds above.
mol | Giardia kill | GALK inhibitor | A-T KAP1 phos | TCR act | Coupling enz | Tb PFK inh | BCR signal inh | TSHR antagonist | hERG WT inh | CXXC DNA block
COc1ccc(S(=O)(=O)NCC(=O)Nc2ccc(F)cc2)cc1 | 3 | . | -5% | 9% | . | 3% | ? | 4 | -4 | .
CCN(C[C@H]1N[C@@](Cc2ccccc2)(C(=O)OC)[C@H]2C(=O)N(Cc3ccccc3)C(=O)[C@@H]12)S(=O)(=O)c1ccc(F)cc1 | -9 | . | 4% | -3% | . | 2% | 3% | 7 | 0 | .
CC(C)(C)c1ccc(OCCC(=O)NNC(=O)c2ccncc2)cc1 | -10 | . | -5% | -3% | . | -1% | -15% | 10 | -2 | .

Continued.
SMILES	Giardia kill	GALK inhibitor	A-T KAP1 phos	TCR act	Coupling enz	Tb PFK inh	BCR signal inh	TSHR antagonist	hERG WT inh	CXXC DNA block
O=C(c1cnc2n(c1=O)CCS2)N1CCCc2ccccc21	0	-1%	-2%	-1%[46.1 µM]	-1	0%	1%	-2	-18	2%
O=C(NC1CCCCC1)N1CCC(c2nc3ccccc3[nH]2)CC1	14	-3%	1%	-3%	1	0%	0%	2	-4	8%
CC(C)Cc1nc(SCC(=O)NCc2ccccc2)n[nH]1	-7	-1%	10%	5%	1	-22%	?	.	12	7%
COc1cc(OC)cc(C(=O)NNC(=O)CCNC(=O)c2ccc(Br)cc2)c1	16	.	15%	-1%	.	0%	-17%	20	8	.
COc1cc(/C=C(/C#N)c2nc3ccccc3[nH]2)ccc1Oc1ncccc1[N+](=O)[O-]	-9	6%	-4%	.	2	2%	23%	9	-8	18%

From PubChem BioAssay
